All columns: NCI-60 one-dose screen, growth in % after 48 h at 10 µM unless noted; 100 = growth as untreated, 0 = no growth, -100 = all killed.
T-47D: T-47D breast cancer. hit rate 5% among 79,000. AID 1794792
HS 578T: HS 578T breast cancer. hit rate 4.1% among 78,000
MALME-3M: MALME-3M melanoma; hit rate 5.8% among 78,000
LOX IMVI: LOX IMVI melanoma. hit rate 7.4% among 79,000
SK-MEL-5: SK-MEL-5 melanoma | hit rate 6.4% among 80,000
UACC-257: UACC-257 melanoma | hit rate 4.4% among 78,000 | AID 1794764
SK-MEL-28: SK-MEL-28 melanoma. hit rate 4.1% among 81,000
SK-MEL-2: SK-MEL-2 melanoma | hit rate 4.7% among 77,000
Starred values were filed as active, the others as inactive; & = joins results of further samples; ! = not confirmed by another sample. Rule for the calls: active = growth percent below 10; inactive = the rest.

Cc1ccc(O)c(Cc2cccc(Cl)c2)c1 was read as T-47D 112, HS 578T 98, MALME-3M 115, LOX IMVI 98, SK-MEL-5 102, UACC-257 104 and SK-MEL-28 109.
Screening CN(C)c1nc(NCCNS(=O)(=O)c2ccc(C3=Nc4c(N)nc(N)nc4NC(c4ccc(C(F)(F)F)cc4)C3)cc2)nc(N2CCOCC2)n1 (stereo not given) returned T-47D 25, HS 578T 41, MALME-3M 60, LOX IMVI 0.1*, SK-MEL-5 25, UACC-257 53, SK-MEL-28 57 and SK-MEL-2 22.
O=C1Nc2cc(Cl)ccc2/C1=C\c1ccc(OCc2ccc(F)cc2)cc1 was read as T-47D 78, HS 578T 96, MALME-3M 99, LOX IMVI 84, SK-MEL-5 95, UACC-257 122, SK-MEL-28 100 and SK-MEL-2 123.
For COc1ccc(N2C(N)=C(C#N)C(c3ccc([N+](=O)[O-])cc3)C3=C2CC(C)(C)CC3=O)cc1OC (stereo not given) the results were T-47D 104, HS 578T 106, MALME-3M 105, LOX IMVI 101, UACC-257 101, SK-MEL-28 115 and SK-MEL-2 114.
Screening O=C1C(Cl)=C(NCc2ccc(Cl)cc2)C(=O)N1Cc1ccc(Cl)cc1 returned T-47D 71, HS 578T 67, MALME-3M 89, LOX IMVI 83, SK-MEL-5 87, UACC-257 85, SK-MEL-28 89 and SK-MEL-2 71.
`O=C(O)c1cc([N+](=O)[O-])ccc1Sc1ccccc1` gave T-47D 101, HS 578T 103, MALME-3M 126, LOX IMVI 101, SK-MEL-5 117, UACC-257 103, SK-MEL-28 110 and SK-MEL-2 124.
Screening O=[N+]([O-])c1cc(S(=O)(=O)OCC2CO2)ccc1Cl (stereo not given) returned T-47D 77, HS 578T 101, MALME-3M 98, LOX IMVI 39, SK-MEL-5 102, UACC-257 100, SK-MEL-28 90 and SK-MEL-2 88.
`O=C(O)CCC(=O)Nc1ccccc1C(F)(F)F` gave T-47D 95, HS 578T 113, MALME-3M 97, LOX IMVI 99, SK-MEL-5 101, SK-MEL-28 107 and SK-MEL-2 91.
For CC(=O)Nc1ccc(C(C)(C)c2ccccc2)cc1 the results were T-47D 100, MALME-3M 89, LOX IMVI 99, SK-MEL-5 101, UACC-257 90 and SK-MEL-2 106.
Cn1c(=O)c2[nH]c(CCCCCc3nc4ccccc4[nH]3)nc2n(C)c1=O was read as T-47D 101, HS 578T 112, LOX IMVI 96, SK-MEL-5 105, UACC-257 111, SK-MEL-28 125 and SK-MEL-2 112.
`NS(=O)(=O)c1ccc(C(=O)O)cc1` gave T-47D 108, HS 578T 113, MALME-3M 105, LOX IMVI 97, UACC-257 104, SK-MEL-28 121 and SK-MEL-2 99.
O=C1C(=Nc2ccc(F)c(Cl)c2)c2cccc3cccc1c23 was read as T-47D 45, HS 578T 90, MALME-3M 50, LOX IMVI 47, UACC-257 49, SK-MEL-28 58 and SK-MEL-2 97.
O=C1CSC(=S)N1Cc1ccncc1 was read as T-47D 43, HS 578T 104, MALME-3M 76, LOX IMVI 58, SK-MEL-5 99, UACC-257 77, SK-MEL-28 98 and SK-MEL-2 86.
For Nc1ccc(N)c2c1C(=O)c1cccc([N+](=O)[O-])c1C2=O the results were T-47D 38, HS 578T 38, MALME-3M 54, LOX IMVI 22, SK-MEL-5 24, UACC-257 52, SK-MEL-28 102 and SK-MEL-2 54.
Screening C[N+](C)(C)c1ccc(/C=C2\c3ccccc3-c3ccc(N=Cc4ccc([N+](=O)[O-])cc4)cc32)cc1 returned T-47D 70, HS 578T 88, MALME-3M 104, LOX IMVI 90, SK-MEL-5 92, SK-MEL-28 106 and SK-MEL-2 97.
Cc1ccc(-c2c(Nn3cnnn3)no[n+]2[O-])cc1 was read as T-47D 82, HS 578T 95, MALME-3M 106, SK-MEL-5 92, UACC-257 95, SK-MEL-28 102 and SK-MEL-2 112.
Screening CCN1CCCC(N2c3ccccc3Sc3ccccc32)C1 (stereo not given) returned T-47D 96, HS 578T 100, MALME-3M 92, LOX IMVI 91, SK-MEL-5 97, UACC-257 104, SK-MEL-28 105 and SK-MEL-2 97.
Oc1cc(O)c2c(=S)cc(-c3ccc(Cl)cc3)oc2c1 was read as T-47D 0.6*, HS 578T 40, MALME-3M 23, LOX IMVI 39, SK-MEL-5 3.1*, UACC-257 33, SK-MEL-28 40 and SK-MEL-2 4.4*.
For CC(=O)NCCCOc1ccc([N+](=O)[O-])cc1 the results were T-47D 98, HS 578T 118, MALME-3M 110, LOX IMVI 108, SK-MEL-5 107, UACC-257 91, SK-MEL-28 108 and SK-MEL-2 115.
`COc1cc(C(C)(C)C)cc(OC)c1C(O)(c1c(OC)cc(C(C)(C)C)cc1OC)c1c(OC)cc(C(C)(C)C)cc1OC` gave T-47D -30*, HS 578T -33*, MALME-3M -81*, LOX IMVI -69*, SK-MEL-5 -94*, UACC-257 -46*, SK-MEL-28 -99* and SK-MEL-2 -59*.
`CCCCCCCCCCCCCCCCN=C(CC(=O)O)C(=O)O` gave T-47D 102, HS 578T 97, MALME-3M 111, LOX IMVI 90, SK-MEL-5 113, UACC-257 114, SK-MEL-28 103 and SK-MEL-2 93.
`COc1ccc(-c2nnc(-c3c(-c4ccc(OC)cc4)nc4ncccn34)o2)cc1` gave T-47D 105, HS 578T 103, MALME-3M 105, LOX IMVI 95, SK-MEL-5 102, UACC-257 104, SK-MEL-28 91 and SK-MEL-2 108.
COCCN(C(=O)Cc1cccs1)C(C(=O)NCc1ccc(OC)cc1)c1ccc(C(C)C)cc1 (stereo not given) was read as T-47D 87, HS 578T 76, MALME-3M 72, SK-MEL-5 98, UACC-257 122, SK-MEL-28 113 and SK-MEL-2 102.
CC1(C)CC(=O)c2c(nn(-c3ccc(Br)cc3)c2-c2cn(-c3ccccc3)nc2-c2cccnc2)C1 was read as T-47D 71, HS 578T 98, MALME-3M 101, LOX IMVI 85, SK-MEL-5 97, UACC-257 111, SK-MEL-28 113 and SK-MEL-2 98.
CC(=O)Nc1ccc(-c2cc3c(NCC4CCCCC4)ncnc3s2)cc1 was read as T-47D 66, HS 578T 93, MALME-3M 83, LOX IMVI 94, UACC-257 90, SK-MEL-28 99 and SK-MEL-2 96.
Screening COc1ccc2[nH]cc(-c3nn4c(=O)cc(-c5ccccc5)nc4s3)c2c1 returned T-47D 82, HS 578T 105, MALME-3M 112, LOX IMVI 103, SK-MEL-5 99, UACC-257 114 and SK-MEL-28 99.
Screening COc1ccc(C(=O)/C=C/Nc2ccc([N+](=O)[O-])cc2Br)cc1OC returned T-47D 99, HS 578T 79, MALME-3M 92, LOX IMVI 96, SK-MEL-5 101, UACC-257 105, SK-MEL-28 95 and SK-MEL-2 108.
`CCCN1CC=C(NC(=O)CN2CCN(c3cc4c(cc3F)c(=O)c(C(=O)O)cn4C3CC3)CC2)NC1=O` gave T-47D 113, HS 578T 103, MALME-3M 95, LOX IMVI 101, SK-MEL-5 98, UACC-257 102, SK-MEL-28 100 and SK-MEL-2 106.
CCOC(=O)c1ccc(N(CC)S(=O)(=O)c2ccc(C)cc2)cc1 was read as T-47D 90, HS 578T 100, MALME-3M 97, LOX IMVI 98, SK-MEL-5 94, UACC-257 101, SK-MEL-28 105 and SK-MEL-2 87.
CN1CC(c2ccc(Br)cc2)C(C(=O)c2ccc(O)cc2)C12C(=O)c1ccccc1C2=O (stereo not given) was read as T-47D 94, HS 578T 96, MALME-3M 106, LOX IMVI 95, SK-MEL-5 100, UACC-257 102, SK-MEL-28 123 and SK-MEL-2 106.
O=c1c2ccccc2nnn1CCc1ccccc1 was read as T-47D 91&93, HS 578T 95&99, MALME-3M 110&103, LOX IMVI 103&99, SK-MEL-5 94&93, UACC-257 115&91, SK-MEL-28 112&106 and SK-MEL-2 108&91.
`CC1(C)CCCC2(C)C1CCC1(C)OC(=O)CCC12` (stereo not given) gave T-47D 98, HS 578T 100, MALME-3M 101, LOX IMVI 97, SK-MEL-5 93, UACC-257 102, SK-MEL-28 106 and SK-MEL-2 101.
COc1ccccc1N1CCN(C(=O)CCCl)CC1 was read as T-47D 93, HS 578T 101, MALME-3M 101, SK-MEL-5 101, UACC-257 102 and SK-MEL-28 110.
`Cc1ccc(Nc2ncnc3c2cnn3-c2cccc(Br)c2)cc1` gave HS 578T 102, MALME-3M 98, LOX IMVI 97, SK-MEL-5 95, UACC-257 99, SK-MEL-28 110 and SK-MEL-2 102.
O=C(Nc1ccc([N+](=O)[O-])cc1)N1CCC2N(C(=O)Nc3ccc([N+](=O)[O-])cc3)CCC3N(C(=O)Nc4ccc([N+](=O)[O-])cc4)CCC1N23 (stereo not given) was read as T-47D 87, MALME-3M 102, LOX IMVI 99, SK-MEL-5 103, UACC-257 101, SK-MEL-28 109 and SK-MEL-2 110.
Screening CCOC(=O)CC1CSC(c2cccc(Cl)c2)=N1 (stereo not given) returned T-47D 102, HS 578T 102, MALME-3M 108, LOX IMVI 96, SK-MEL-5 100, UACC-257 99, SK-MEL-28 110 and SK-MEL-2 109.

Of the compounds above, four have bromine.
CC1(C)CC(=O)c2c(nn(-c3ccc(Br)cc3)c2-c2cn(-c3ccccc3)nc2-c2cccnc2)C1 was read as T-47D 71, HS 578T 98, MALME-3M 101, LOX IMVI 85, SK-MEL-5 97, UACC-257 111, SK-MEL-28 113 and SK-MEL-2 98.
Screening COc1ccc(C(=O)/C=C/Nc2ccc([N+](=O)[O-])cc2Br)cc1OC returned T-47D 99, HS 578T 79, MALME-3M 92, LOX IMVI 96, SK-MEL-5 101, UACC-257 105, SK-MEL-28 95 and SK-MEL-2 108.
CN1CC(c2ccc(Br)cc2)C(C(=O)c2ccc(O)cc2)C12C(=O)c1ccccc1C2=O (stereo not given) was read as T-47D 94, HS 578T 96, MALME-3M 106, LOX IMVI 95, SK-MEL-5 100, UACC-257 102, SK-MEL-28 123 and SK-MEL-2 106.
`Cc1ccc(Nc2ncnc3c2cnn3-c2cccc(Br)c2)cc1` gave HS 578T 102, MALME-3M 98, LOX IMVI 97, SK-MEL-5 95, UACC-257 99, SK-MEL-28 110 and SK-MEL-2 102.

The listing picks up with the two entries that preceded the break.
O=C(Nc1ccc([N+](=O)[O-])cc1)N1CCC2N(C(=O)Nc3ccc([N+](=O)[O-])cc3)CCC3N(C(=O)Nc4ccc([N+](=O)[O-])cc4)CCC1N23 (stereo not given) was read as T-47D 87, MALME-3M 102, LOX IMVI 99, SK-MEL-5 103, UACC-257 101, SK-MEL-28 109 and SK-MEL-2 110.
Screening CCOC(=O)CC1CSC(c2cccc(Cl)c2)=N1 (stereo not given) returned T-47D 102, HS 578T 102, MALME-3M 108, LOX IMVI 96, SK-MEL-5 100, UACC-257 99, SK-MEL-28 110 and SK-MEL-2 109.
Screening CCn1c(Sc2nn3cc(-c4ccc(Cl)cc4)nc3s2)nc2c1c(=O)n(C)c(=O)n2C returned T-47D 90, HS 578T 91, MALME-3M 108, LOX IMVI 93, SK-MEL-5 94, UACC-257 111, SK-MEL-28 92 and SK-MEL-2 99.
For COc1ccc(S(=O)(=O)Nc2ccc(-c3ccc4c(c3)NC(=O)/C4=C\c3ccc[nH]3)cc2)cc1OC the results were T-47D -21*, HS 578T 23, MALME-3M -16*, LOX IMVI -30*, SK-MEL-5 20, UACC-257 -11*, SK-MEL-28 -91* and SK-MEL-2 47.
O=C1O/C(=C\c2ccccc2)c2ccccc21 was read as T-47D 94, HS 578T 117, LOX IMVI 104, SK-MEL-5 100, UACC-257 98, SK-MEL-28 112 and SK-MEL-2 94.
`O=C(OCCOCCOC(=O)Oc1ccccc1)Oc1ccccc1` gave T-47D 105, HS 578T 102, SK-MEL-5 107, UACC-257 114, SK-MEL-28 109 and SK-MEL-2 96.
For O=c1c2c([nH]c3ccccc13)CCCC2 the results were T-47D 56&105, HS 578T 72&98, MALME-3M 37&104, LOX IMVI 37&102, SK-MEL-5 38&99, UACC-257 59&100, SK-MEL-28 54&106 and SK-MEL-2 -12*!.
Screening Cc1cc(=O)n(C(C)Cc2ccccc2)n1C(C)Cc1ccccc1 (stereo not given) returned T-47D 93&102, HS 578T 113&95, MALME-3M 94&122, LOX IMVI 92&97, SK-MEL-5 100&85, UACC-257 89&98, SK-MEL-28 105&102 and SK-MEL-2 116.
`O=CN1N=C(c2ccc(Cl)cc2)CC1c1sc(Cl)nc1Cl` (stereo not given) gave T-47D 81, HS 578T 114, MALME-3M 93, LOX IMVI 97, SK-MEL-5 103, UACC-257 111, SK-MEL-28 107 and SK-MEL-2 99.
For N=C(N)c1ccc(-c2ccc(-c3cc(Cl)cc(Cl)c3)s2)cc1 the results were T-47D -54*, HS 578T -47*, MALME-3M -74*, LOX IMVI -79*, SK-MEL-5 -94*, UACC-257 -44*, SK-MEL-28 -86* and SK-MEL-2 -46*.
